Screens: PubChem BioAssay, Sanford-Burnham Center for Chemical Genomics
A3G deaminase – APOBEC3G DNA deaminase inhibitors, primary screen, biochemical, fluorescence, single-stranded DNA substrate, uHTS; DNA dC->dU-editing enzyme APOBEC-3G (Homo sapiens), Q9HC16; recombinant A3G, ssDNA deamination FAM/TAMRA fluorescence; inhibition, % at 20 µM; 0.28% of 330,000 active;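 active means inhibition of at least 40% at 20 µM, with no more than 30% in the related APOBEC3A deaminase screen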;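 further: plate controls were DMSO wells with A3G for no effect and wells lacking A3G enzyme for full effect; some compounds called inactive have numbers as strong as hits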
mIAP activ – activators of mouse IAP, primary screen, biochemical, luminescence, uHTS; 0.24% of 330,000 active; muIAP, CDP-Star luminescence, 30 min; hits give high values; 1 = vehicle-only enzyme signal, 0 = enzyme-free wells; AID 2805, 2010; intestinal alkaline phosphatase [Mus musculus]; activation factor at 10 µM;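 active means activation factor of at least 2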; further: the source names both 10 and 20 µM as test concentration; values of inactives mirror those of a sister screen read the other way
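System: Mouse IAP enzyme | Also added: CDP-Star substrate | Dosing: Compounds dispensed in DMSO | Schedule: 30 min enzyme-substrate-compound incubation at room temperature | Technique: Chemiluminescence readout | Control set: DMSO-only wells and no-enzyme negative control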
mIAP block – inhibitors of mouse IAP, primary screen, biochemical, luminescence, uHTS | intestinal alkaline phosphatase [Mus musculus] | purified mouse IAP, CDP-Star luminescence, 30 min | inhibition, % at 10 µM | 0.2% of 330,000 active | AID 2806, 2010;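 active means inhibition of at least 40% at 10 µM in the primary screen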;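 further: plate controls were DMSO with enzyme for no effect and no enzyme wells for full effect; values of inactives mirror those of a sister screen read the other way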
MPTP block – mitochondrial permeability transition pore inhibitors, primary screen, biochemical, isolated mouse mitochondria, absorbance | inhibition, % at 10 µM | AID 602449, 2012 | Ca2+ swelling absorbance, 30 min | 1.4% of 360,000 active;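 active means inhibition of 50% or more, scaled per plate between neutral and stimulator controls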;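 further: 0% = DMSO wells given calcium and 100% = 1 mM EGTA wells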
MIN6 prolif – inducers of MIN6 beta-cell proliferation, primary screen, ATP luminescence, uHTS. MIN6 cells proliferation, ATPlite luminescence, 48 h; cells starved in 0.2% serum; 100% = growth in 10% serum. proliferation, % at 10 µM. 0.29% of 330,000 active. AID 2380, 2010;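 active means compounds whose signal lies at least 3.5 SD above the mean of all wells on their plate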;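 further: 0% = DMSO-treated cells in low-serum medium and 100% = 10% serum control; some compounds called inactive have numbers as strong as hits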
A3A deaminase – APOBEC3A ssDNA deaminase inhibitors, primary screen, selectivity assay for APOBEC3G inhibitor project, biochemical, FAM/TAMRA oligo cleavage fluorescence | inhibition, % at 20 µM | DNA dC->dU-editing enzyme APOBEC-3A (Homo sapiens), P31941 | recombinant A3A, FAM/TAMRA ssDNA deamination fluorescence | AID 493011, 2011 | 0.41% of 330,000 active;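 active means at least 40% inhibition at 20 µM here, with at most 30% in a related deaminase screen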;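 further: plate controls were A3A with DMSO for no effect and wells lacking A3A enzyme for full effect; some results filed as inactive read as strong as hits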
hIAP act – human IAP activators, primary screen, biochemical, luminescence, uHTS; Intestinal-type alkaline phosphatase (Homo sapiens), P09923; purified human IAP, CDP-Star luminescence, 30 min; hits give high values; 1 = vehicle-only enzyme, 0 = enzyme-free background; activation factor at 10 µM; 0.16% of 330,000 active;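 active means activation factor of the enzyme at least 2-fold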; further: the source names both 10 and 20 µM as test concentration; values of inactives mirror those of a sister screen read the other way
Target sequence (P09923 whole entry, looked up): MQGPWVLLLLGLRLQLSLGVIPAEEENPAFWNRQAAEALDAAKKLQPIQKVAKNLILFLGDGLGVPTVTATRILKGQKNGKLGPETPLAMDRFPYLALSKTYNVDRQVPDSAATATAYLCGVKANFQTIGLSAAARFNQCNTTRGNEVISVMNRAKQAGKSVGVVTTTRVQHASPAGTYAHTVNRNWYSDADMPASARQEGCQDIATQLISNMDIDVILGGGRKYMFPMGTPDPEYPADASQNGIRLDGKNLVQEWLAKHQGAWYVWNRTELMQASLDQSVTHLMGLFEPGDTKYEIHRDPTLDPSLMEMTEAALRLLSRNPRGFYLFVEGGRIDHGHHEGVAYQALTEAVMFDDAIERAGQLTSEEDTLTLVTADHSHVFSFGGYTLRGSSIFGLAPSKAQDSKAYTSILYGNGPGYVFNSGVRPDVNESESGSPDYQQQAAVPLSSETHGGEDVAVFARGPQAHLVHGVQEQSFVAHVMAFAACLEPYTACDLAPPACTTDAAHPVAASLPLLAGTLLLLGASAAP
ATG4B inhibitor – ATG4B protease inhibitors, primary screen, biochemical, fluorescence, uHTS | Cysteine protease ATG4B (Homo sapiens), Q9Y4P1 | inhibition, % at 8.33 µM | AID 504462, 2011 | ATG4B cleavage of LC3-PLA2, NBD-HPC fluorescence, 1 h | 0.51% of 340,000 active; in the data active means inhibition above about 40%
Target sequence (Q9Y4P1 whole entry, looked up): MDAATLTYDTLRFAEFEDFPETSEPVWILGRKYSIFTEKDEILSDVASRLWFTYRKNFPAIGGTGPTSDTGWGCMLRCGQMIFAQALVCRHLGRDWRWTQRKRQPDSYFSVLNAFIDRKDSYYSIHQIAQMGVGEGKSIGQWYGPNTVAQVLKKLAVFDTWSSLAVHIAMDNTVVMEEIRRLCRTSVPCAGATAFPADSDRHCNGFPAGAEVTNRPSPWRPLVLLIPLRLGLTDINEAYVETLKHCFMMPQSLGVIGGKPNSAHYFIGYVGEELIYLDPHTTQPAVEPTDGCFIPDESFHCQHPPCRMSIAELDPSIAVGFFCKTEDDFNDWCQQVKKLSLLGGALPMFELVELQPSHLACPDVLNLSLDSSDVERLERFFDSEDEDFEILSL
hIAP block – human IAP inhibitors, primary screen, biochemical, luminescence, uHTS. Intestinal-type alkaline phosphatase (Homo sapiens), P09923. purified IAP, CDP-Star luminescence, 30 min. AID 2544, 2010. 0.12% of 330,000 active. inhibition, % at 10 µM;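 active means inhibition reaching a set limit with compound at 10 µM in the primary screen, cut at about 35% in these data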;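 further: plate controls were DMSO wells with enzyme for no effect and no-enzyme buffer wells for full effect; values of inactives mirror those of a sister screen read the other way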
* hit, by the source's call; nt = no result given.

SMILES	A3G deaminase	mIAP activ	mIAP block	MPTP block	MIN6 prolif	A3A deaminase	hIAP act	ATG4B inhibitor	hIAP block
CCOC(=O)C1=C(CNC2CCCCC2)NC(=O)NC1c1cc(C)ccc1C (centres undefined)	-4	1.1	-5	1.5	-3	-2	1.1	0	-14
O=S(=O)(Nc1cccc(-n2cnnn2)c1)c1cccc(Cl)c1	-1	0.92	8	1.0	-3	-1	0.73	1	27
O=C1Nc2ccccc2C12OCC(COc1ccc(Cl)cc1)O2 (centres undefined)	-1	0.97	3	3.0	-4	1	0.95	-21	4
Cc1cc(N2CCCC2)nc(N2C3CCC2CC(O)(c2ccc(F)cc2)C3)n1 (centres undefined)	-11	0.93	7	nt	-3	-4	1.1	nt	-10
CN(CC(=O)Nc1c(Cl)cccc1Cl)C(=O)CNC(=O)c1ccc2ccccc2c1	-8	1	0	-0.5	-1	42*	1.1	-11	-7
CCn1nnc(NC(=O)c2ccco2)n1	-7	0.98	2	-0.4	2	-2	0.87	0	13
COc1cc2c(cc1OC)C(c1ccc([N+](=O)[O-])cc1)N(C(C)=O)CC2 (centres undefined)	-8	1	-1	0.3	3	-2	1.2	0	-22
COCCCNc1nc2c(c(=O)[nH]c(=O)n2C)n1CC(O)COc1ccccc1C (centres undefined)	-7	1.1	-8	-1.9	0	-4	0.93	-4	7
Cc1cc([N+](=O)[O-])nn1CC(=O)Nc1nc2ccccc2s1	-2	0.98	2	-5.0	-1	1	1.1	-20	-8
CCn1ccnc1CN(C)C(=O)C1CCC(=O)N(Cc2cccc(C(F)(F)F)c2)C1 (centres undefined)	-11	1	-4	-1.0	-1	-4	1	8	-2
O=S(=O)(c1ccc2ccccc2c1)n1cccn1	-4	1	-3	0.9	4	0	0.59	-3	41*
O=[N+]([O-])c1cccc(S(=O)(=O)N2CCC(c3nc(-c4ccncc4)no3)CC2)c1	-6	1.1	-8	0.0	-1	-5	1.1	4	-7
O=C(O)/C=C/C(=O)Nc1ccc(-n2nccc2C(F)(F)F)cc1	-10	0.94	6	-0.4	-2	-2	0.93	-10	7
CN(c1cccc(NC(=O)CN(c2ccc(C34CC5CC(CC(C5)C3)C4)cc2)S(C)(=O)=O)c1)S(C)(=O)=O	2	1.6	-55	4.4	-5	1	0.93	-35	7
O=C(NCc1cccnc1)C1CCN(S(=O)(=O)c2cc(Cl)ccc2Cl)CC1	-4	1	-5	0.9	-2	0	0.98	-7	2
COc1ccc(C2CC(c3ccccc3)=NN2C(=O)COC(=O)/C=C/c2ccc(O)c(OC)c2)cc1 (centres undefined)	-1	0.89	11	1.1	-1	1	1.1	1	-11
COc1ccc(S(=O)(=O)N2CCOC23CCN(S(C)(=O)=O)CC3)cc1	-3	0.92	8	-2.7	1	0	0.96	-2	4
COc1cccc(C(=O)NC(Cc2ccccc2)c2ccc3c(c2)OCCCO3)c1 (centres undefined)	-4	1.3	-26	-1.0	-3	-1	0.92	3	8
O=C(COC(=O)C1CC(O)CN1C(=O)Oc1ccccc1)c1ccc(Br)cc1 (centres undefined)	3	0.92	8	-0.7	0	19	0.98	-2	2
C=CCNc1nnc(SCC(=O)N2CCC(C(N)=O)CC2)s1	13	0.98	2	-1.6	-5	0	1.2	-2	-18
CCCSC1=C(C#N)C(c2ccc(OC)cc2)C2=C(CC(C)(C)CC2=O)N1 (centres undefined)	1	1.1	-9	-4.9	0	3	0.93	-7	7
CCOc1ccc(-n2cc(C(=O)Nc3cccc(C)n3)c3cc(OC)c(OC)cc3c2=O)cc1	4	0.99	1	-0.1	-1	1	0.97	-9	3
CCOc1ccc(/C(O)=C2/C(=O)C(=O)N(c3ccccn3)C2c2ccc(C)cc2)c(C)c1 (centres undefined)	-4	0.9	10	4.5	-2	-2	1.1	-1	-14
C#CCOCCOCCOCCNc1nc(N2CCN(C(=O)[C@H]([C@@H](C)CC)n3cc(CCCCN)nn3)CC2)nc(N2CCN(C(=O)[C@H](CCCCN)n3cc(CCC(=O)O)nn3)CC2)n1	-5	0.79	21	-0.2	-1	-2	1.1	-3	-6
Cc1sc2ncn(CC(=O)NCCCOC(C)C)c(=O)c2c1S(=O)(=O)N1CCN(c2ncccn2)CC1	-6	1	0	0.4	1	1	1.1	-5	-8
Cc1nnc(SCC(=O)N(C)c2ccccc2)n1-n1cccc1	-10	1	-3	-0.6	-1	-2	1.1	3	-12
CCN1CCN(c2nc3sc4c(c3c(=O)n2-c2ccc(OC)cc2)CCCCC4)CC1	-4	1.1	-6	32	-6	2	1.2	5	-20
NS(=O)(=O)c1ccc(N/N=C/c2cn(-c3ccccc3)nc2-c2ccccc2)c([N+](=O)[O-])c1	-3	0.92	8	8.6	-6	-1	0.85	-2	15
O=C(Nc1ccccc1Cl)C1CCCN1C(=O)OCc1ccccc1 (centres undefined)	4	1	-4	1.0	-1	2	1	1	-4
CCc1nc(C)cn1S(=O)(=O)c1cc(Cl)c(OC)cc1Cl	-3	0.95	5	0.1	0	-1	1.1	4	-5

Some values from the entries so far:
mIAP block, CN(c1cccc(NC(=O)CN(c2ccc(C34CC5CC(CC(C5)C3)C4)cc2)S(C)(=O)=O)c1)S(C)(=O)=O : -55
A3A deaminase, Cc1sc2ncn(CC(=O)NCCCOC(C)C)c(=O)c2c1S(=O)(=O)N1CCN(c2ncccn2)CC1 : 1

Compounds listed so far that have two or more sulfur atoms:
SMILES	A3G deaminase	mIAP activ	mIAP block	MPTP block	MIN6 prolif	A3A deaminase	hIAP act	ATG4B inhibitor	hIAP block
CN(c1cccc(NC(=O)CN(c2ccc(C34CC5CC(CC(C5)C3)C4)cc2)S(C)(=O)=O)c1)S(C)(=O)=O	2	1.6	-55	4.4	-5	1	0.93	-35	7
COc1ccc(S(=O)(=O)N2CCOC23CCN(S(C)(=O)=O)CC3)cc1	-3	0.92	8	-2.7	1	0	0.96	-2	4
C=CCNc1nnc(SCC(=O)N2CCC(C(N)=O)CC2)s1	13	0.98	2	-1.6	-5	0	1.2	-2	-18
Cc1sc2ncn(CC(=O)NCCCOC(C)C)c(=O)c2c1S(=O)(=O)N1CCN(c2ncccn2)CC1	-6	1	0	0.4	1	1	1.1	-5	-8

The list continues.
SMILES	A3G deaminase	mIAP activ	mIAP block	MPTP block	MIN6 prolif	A3A deaminase	hIAP act	ATG4B inhibitor	hIAP block
O=C(NCC1CCCO1)C1c2ccccc2C(=O)N1C1CCCCCC1 (centres undefined)	-6	0.96	4	-0.4	-3	-1	0.97	-12	3
CCCCNS(=O)(=O)/C=C/c1ccccc1	-5	1	-5	1.7	-1	-3	1.1	-2	-9
COc1ccc(C(=O)Oc2c(C)occc2=O)cc1OC	-6	0.88	12	2.6	1	-3	1.2	-1	-22
CCN(CC)S(=O)(=O)c1cccc(NC(=O)c2cc3ccccc3o2)c1	-6	0.89	11	1.8	-2	-5	0.88	-26	12
COc1ccc(-c2nc(CS(=O)CC(=O)NCc3ccc(Cl)cc3)c(C)o2)cc1OC (centres undefined)	-1	1	-2	-1.1	0	-2	1	-3	-4
CN(C(=O)CC1C(=O)NCCN1CC(c1ccccc1)c1ccccc1)C(C1CC1)C1CC1 (centres undefined)	-8	0.94	6	2.7	-5	-3	1	-15	-3
CCOC(=O)CCNC(C)C1COc2ccccc2O1 (centres undefined)	-3	0.93	7	0.0	0	-2	1.1	5	-9
COc1cccc2c1OCC1COc3c(c(=O)n(C)c(=O)n3C)C21 (centres undefined)	-9	0.99	1	3.1	-2	-4	1	2	-4
CCCc1nc(SCC(=O)Nc2ccc(N3CCOCC3)cc2)c2ccccc2n1	-5	0.83	17	2.8	0	-1	0.95	6	5
Cc1ccc(CN(Cc2ccccn2)C(=O)Nc2ccc(C)c(C)c2)cc1	-3	0.93	8	0.0	-2	-3	0.88	-5	12
O=C(O)C1(S(=O)(=O)CCC(F)=C(F)F)CC1	0	1	-3	-3.3	-1	2	0.91	0	9
CC(=O)Nc1ccc(C(=O)NCC(=O)OCc2ccccc2F)cc1	-2	0.99	0	-1.5	-2	4	1.2	-4	-19
CCN(CC)CCN1C(=O)c2ccccc2NC1c1ccc(Br)cc1 (centres undefined)	-1	1	-2	-2.9	0	2	0.99	4	1
Cc1ccnc(NC(=O)CS(=O)(=O)c2ccccc2)c1	-3	1	-5	-1.1	5	-1	0.95	0	5
O=C(COC(=O)CNC(=O)C1CCCCC1)Nc1ccccc1	-7	0.9	10	0.4	-3	-4	0.96	1	4
CCN(CC(=O)Nc1ccc(NC(C)=O)cc1)C(=O)CSCC(=O)Nc1ccc(C)cc1	-12	1	-4	0.4	1	10	0.96	4	4
O=C(NC(=O)c1ccccc1)Nc1ccccc1	0	0.95	5	1.5	-4	-2	1.1	1	-9
COc1ccc(C(CNC(=O)c2ccc(S(=O)(=O)Nc3ccccc3F)cc2)N(C)C)cc1 (centres undefined)	-8	1	-4	-0.6	-3	1	1.4	-5	-36
Cn1c(=O)oc2cc(S(=O)(=O)Nc3ccc(F)cc3)ccc21	-7	0.95	5	1.0	-2	-4	0.81	-8	19
COc1ccc(C)cc1N(C(=O)Cn1nnc(-c2ccc(C)o2)n1)C(C(=O)NC1CCCC1)c1ccncc1 (centres undefined)	-10	0.99	1	0.6	4	-5	0.9	5	10
Cc1ccc(/C=N/NC(=O)c2nnn(-c3nonc3N)c2CSc2ccc(Cl)cc2)cc1	-8	0.92	8	6.1	-4	-3	1	4	0
COc1cc(Cl)ccc1OCc1cc(C(=O)NCC(C)(C)N2CCOCC2)no1	-1	0.96	4	0.1	0	-1	1.3	2	-26
COc1ccccc1OC(=O)CCc1nc2ccccc2s1	-11	1.1	-9	0.2	1	-6	0.98	-5	2
CSc1nnc(C(C)(C)C)c(=O)n1/N=C/c1c(O)ccc2ccccc12	-5	0.91	9	15	3	2	1.1	-3	-5
COc1cc(OC)c(N(C)S(=O)(=O)c2cccc(C(=O)NC(C)C3CC4CCC3C4)c2)cc1Cl (centres undefined)	-6	1.1	-10	2.9	-3	-7	1.1	-1	-7

Sorted by value in hIAP act (highest first): 5 of the compounds above.
SMILES | A3G deaminase | mIAP activ | mIAP block | MPTP block | A3A deaminase | hIAP act | ATG4B inhibitor | hIAP block
CC(=O)Nc1ccc(C(=O)NCC(=O)OCc2ccccc2F)cc1 | -2 | 0.99 | 0 | -1.5 | 4 | 1.2 | -4 | -19
COc1ccccc1OC(=O)CCc1nc2ccccc2s1 | -11 | 1.1 | -9 | 0.2 | -6 | 0.98 | -5 | 2
COc1ccc(S(=O)(=O)N2CCOC23CCN(S(C)(=O)=O)CC3)cc1 | -3 | 0.92 | 8 | -2.7 | 0 | 0.96 | -2 | 4
Cc1ccc(CN(Cc2ccccn2)C(=O)Nc2ccc(C)c(C)c2)cc1 | -3 | 0.93 | 8 | 0.0 | -3 | 0.88 | -5 | 12
Cn1c(=O)oc2cc(S(=O)(=O)Nc3ccc(F)cc3)ccc21 | -7 | 0.95 | 5 | 1.0 | -4 | 0.81 | -8 | 19
